HGIII-sPLA2 inh: Inhibits HGIII-sPLA2 liposome hydrolysis, primary screen; Q9NZ20; QFRET BODIPY PC-A2 liposome hydrolysis, fluorescence; inhibition, % at 12.2 µM; 370,000 tested, 0.56% active; AID 743126;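 active means inhibition above mean plus 3 SD of compounds lying within the high and low control bounds, cut at about 19% in these data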;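 further: 0% = median of test compound wells and 100% = no enzyme DMSO wells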
Target sequence (Q9NZ20 whole entry, looked up): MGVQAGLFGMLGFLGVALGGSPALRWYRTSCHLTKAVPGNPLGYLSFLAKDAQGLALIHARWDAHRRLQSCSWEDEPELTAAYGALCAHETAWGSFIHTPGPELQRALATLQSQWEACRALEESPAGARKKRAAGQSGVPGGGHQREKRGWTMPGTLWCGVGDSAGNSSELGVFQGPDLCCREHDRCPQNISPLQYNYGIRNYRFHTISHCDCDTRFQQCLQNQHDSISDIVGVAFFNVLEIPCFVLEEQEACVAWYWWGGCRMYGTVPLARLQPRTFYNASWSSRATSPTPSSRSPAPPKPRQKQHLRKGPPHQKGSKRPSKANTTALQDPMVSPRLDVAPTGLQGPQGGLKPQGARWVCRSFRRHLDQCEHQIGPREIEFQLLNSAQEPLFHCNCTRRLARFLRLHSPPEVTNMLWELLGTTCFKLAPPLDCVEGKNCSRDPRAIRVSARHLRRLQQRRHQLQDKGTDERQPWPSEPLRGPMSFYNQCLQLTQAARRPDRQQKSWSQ
FXN GAA850 act: frataxin GAA850 promoter activation | HEK293 lucGAA850 FXN promoter luciferase reporter, 24 h; percent of 10 µM SAHA response | activation, % at 6 µM | 360,000 tested, 0.56% active;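 active means activation above the average of all compounds screened plus 3 SD, cutoff fixed separately per campaign, cut at about 7.5% in these data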;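 further: 0% = DMSO wells and 100% = 10 µM SAHA wells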
DAX1 inh-1: inhibitors of human orphan nuclear receptor DAX1 (NR0B1); 340,000 tested, 0.99% active; AID 504766; inhibition, % at 6.75 µM; P51843; HEK293 Gal4-DAX1 luciferase reporter, luminescence;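 active means inhibition above the mean over all tested compounds plus 3 SD, cut at about 4.2% in these data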;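 further: 0% = DAX1-transfected cells with DMSO and 100% = empty-vector control cells with DMSO; inhibition shows as a rise in luminescence from relieved DAX1 repression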
Target sequence (P51843 207-470 limits assumed): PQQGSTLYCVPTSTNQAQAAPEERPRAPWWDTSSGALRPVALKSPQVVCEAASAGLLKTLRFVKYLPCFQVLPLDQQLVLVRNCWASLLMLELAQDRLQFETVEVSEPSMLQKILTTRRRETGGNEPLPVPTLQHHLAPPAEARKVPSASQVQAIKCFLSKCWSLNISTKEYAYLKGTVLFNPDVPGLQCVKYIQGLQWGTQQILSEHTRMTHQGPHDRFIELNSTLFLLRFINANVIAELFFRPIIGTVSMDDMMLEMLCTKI
hcDAF12 agonist: H. contortus DAF-12 activation, primary screen | activation, % at 6.8 µM | AID 652067 | 370,000 tested, 1.4% active | HEK293 hcDAF-12 lit1-tk-luc reporter, luminescence; 0% DMSO, 100% Δ7-dafachronic acid;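 active means activation above the mean of all tested compounds plus 3 SD, cut at about 5.5% in these data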;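 further: 100% = response to 3 µM Δ7-dafachronic acid high control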
ADAM17 inh: ADAM17 inhibition, QFRET primary screen; 370,000 tested, 0.83% active; inhibition, % at 6.95 µM; P78536; recombinant ADAM17, EDANS/DABCYL FRET peptide cleavage; AID 720648;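 active means inhibition above the mean of compounds lying between control limits plus 3 SD, set per campaign, cut at about 8.5% in these data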;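 further: 0% = DMSO-only wells as the low control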
PLC-gamma1 inh: blocks human PLC-gamma1 enzyme activity; purified PLC-gamma1, fluorogenic substrate, fluorescence; inhibition, % at 12.2 µM; 370,000 tested, 0.84% active; AID 720700; in the data active means inhibition above about 9.5%
hgDAF12 agonist: activates the H. glycines DAF-12 receptor ligand-binding domain. 370,000 tested, 1.8% active. HEK293 GAL4-hgDAF12 UAS-luciferase reporter, agonist luminescence; normalized to butyrate control. activation, % at 6.8 µM;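 active means activation above a cutoff set at the mean of all screened compounds plus 3 SD, cut at about 10% in these data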;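 further: 0% = DMSO wells and 100% = sodium butyrate wells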
DAX1 inh-2: inhibitors of DAX1 repression of SF-1 activated StAR promoter. HEK293T StAR-luciferase reporter, SF-1/DAX-1 repression relief. inhibition, % at 6.8 µM. 370,000 tested, 1.1% active. AID 652010;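 active means inhibition above the mean over all tested compounds plus 3 SD, cut at about 3.6% in these data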;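 further: 0% = DAX-1 cells with DMSO and 100% = cells lacking DAX-1 with DMSO; higher inhibition means more luminescence from relief of DAX-1 repression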
PLCb3 inh: inhibitors of human phospholipase C beta3; Q01970; 370,000 tested, 0.18% active; Purified PLC-beta3, fluorogenic substrate, fluorescence; inhibition, % at 12.2 µM; in the data active means inhibition above about 11%;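 further: 0% = median of compound wells on plate and 100% = full blocker control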
ADAM10 inh: ADAM10 inhibition, QFRET primary screen | O14672 | recombinant ADAM10, EDANS/DABCYL FRET peptide cleavage, 3 h | inhibition, % at 7 µM | 370,000 tested, 0.62% active | AID 720582;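 active means inhibition above a per-campaign cutoff equal to the mean of compounds falling between control-based bounds plus 3 SD, cut at about 20% in these data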;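 further: 0% = DMSO wells while the 100% control is not disclosed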
ssDAF12 agonist: S. stercoralis DAF-12 activation, primary screen; HEK293 ssDAF-12/GRIP1 lit1-tk-luc reporter, luminescence; % of 3 µM dafachronic acid response; activation, % at 6.8 µM; 370,000 tested, 1% active; AID 652126;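 active means activation above the mean over all tested compounds plus 3 SD, cut at about 0.9% in these data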;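 further: 0% = DMSO-only wells and 100% = 3 µM delta7-dafachronic acid wells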
* marks the source's active call; other numbers are inactive results; i = inactive; . = no result given.

SMILES | HGIII-sPLA2 inh | FXN GAA850 act | DAX1 inh-1 | hcDAF12 agonist | ADAM17 inh | PLC-gamma1 inh | hgDAF12 agonist | DAX1 inh-2 | PLCb3 inh | ADAM10 inh | ssDAF12 agonist
Cc1ccc(Cn2ncc3c(N4CCN(Cc5ccc(Cl)cc5)CC4)ncnc32)cc1 | 6 | -5.1 | -5.6 | -2.1 | 2 | 7 | -5.4 | -2.1 | 0 | 11 | -1.3
COCCCN1CN(Cc2ccccc2)CNC1=S | 10 | 0.7 | -1.6 | -0.4 | -4 | 0 | 3.9 | -0.2 | -1 | 0 | -1.0
Cc1cnc(C)c(N2CCN(C(=O)C3CCC(=O)N(CCc4cccc(F)c4)C3)CC2)n1 (centres undefined) | 3 | -1.5 | 1.2 | -0.9 | -6 | -6 | -1.8 | 0.0 | -15 | -9 | -1.2
COC(=O)c1ccc(NC(=O)CCN2C(=O)NC(C)(C)C2=O)cc1 | -6 | -1.6 | 1.3 | -1.6 | 2 | 0 | 2.1 | 0.6 | 1 | -1 | -1.7
CCNc1nc(NCC)n2c(SCC(=O)NC34CC5CC(CC(C5)C3)C4)nnc2n1 | 1 | 1.4 | 0.1 | -2.2 | 2 | 1 | 1.4 | -0.3 | 1 | 3 | -1.2
Cc1ccccc1C(=O)NC1CCN(Cc2nnnn2C2CCCC2)CC1 | 7 | 3.0 | -0.2 | 5.1 | -2 | 14* | -0.2 | 1.0 | 3 | 0 | -0.8
c1ccc(C2NCCNC2c2ccccc2)cc1 (centres undefined) | 0 | -1.1 | -0.2 | 0.7 | 0 | -1 | 1.6 | 1.1 | -3 | -9 | -0.4
CSc1nsc(SCC(=O)Nc2ccc(Cl)c(C(=O)O)c2)n1 | -6 | 1.4 | 0.0 | 1.5 | 3 | 4 | -0.7 | 0.1 | -1 | 5 | -1.2
Cc1sc(-c2ccncc2)nc1OC(=O)c1ccc(Cl)cc1 | -3 | -2.8 | -0.7 | -0.5 | 0 | -210 | -4.5 | -0.6 | -219 | 1 | -1.1
O=C(O)/C=C/c1cccc(NC(=O)c2ccccc2)c1 | -1 | 0.5 | 0.1 | -0.2 | -2 | 2 | 5.0 | 0.5 | -5 | 0 | -1.7
Cc1noc(C)c1CSCC(=O)N(C)CC(=O)Nc1ccc(Cl)c(C(F)(F)F)c1 | 3 | -0.3 | -1.6 | -0.6 | 4 | 3 | -4.6 | -1.2 | -1 | 3 | -1.5
COc1ccc(OC)c(S(=O)(=O)Nc2ccc(-c3ccc4nnc(C)n4n3)cc2)c1 | -4 | 2.4 | 3.1 | 4.2 | -3 | -17 | 0.8 | 1.7 | -36 | -16 | -0.9
CCn1ccnc1CNC(=O)CC1C(=O)NCCN1Cc1ccc(OC)cc1OC (centres undefined) | 3 | 2.6 | 0.2 | 1.0 | -9 | -3 | -1.5 | -1.2 | -4 | -3 | -1.9
c1ccc(N2CCN(CC3CCCCC3)CC2)cc1 | 5 | 0.2 | 0.7 | 0.6 | 0 | 1 | 2.4 | 0.2 | -3 | 0 | -1.4
CN(C)c1nc(N)c([N+](=O)[O-])c(N2CCCCCC2)n1 | -4 | 1.5 | 1.2 | -2.5 | 2 | 2 | -1.2 | 0.0 | -2 | -2 | -1.5
CC1CCCCC12NC(=O)N(CC(=O)OCc1ccccc1F)C2=O (centres undefined) | 2 | -0.5 | -0.9 | -1.1 | 4 | 9 | -2.6 | 1.9 | 8 | 3 | -1.5
CC(C)NC(=O)Nc1ccc2c(c1)C(=O)N([C@H](C)CO)C[C@H](C)[C@@H](CN(C)Cc1ccc3c(c1)OCO3)OCCCC[C@@H](C)O2 | 3 | 0.9 | -0.5 | -0.6 | -7 | 1 | 0.9 | 0.6 | -1 | -8 | -1.1
CCN1CCN(C(c2cc3cccc(C)c3[nH]c2=O)c2nnnn2Cc2ccccc2)CC1 (centres undefined) | -4 | 0.2 | -1.0 | -1.1 | -25 | -16 | 0.3 | -0.5 | -23 | -73 | -0.7
C=CCN(CC=C)CC(=O)Nn1c(C)ccc1C | -14 | -1.3 | -1.1 | -0.8 | -3 | -6 | 1.8 | -1.0 | -6 | -4 | -1.1
COc1cc2c(C(=O)N3CCN(c4ccccc4C)CC3)c(C)oc2cc1Br | 1 | 1.6 | 0.7 | -0.7 | -1 | -1 | 0.8 | -0.1 | 1 | -5 | -0.9
COc1ccc(-c2cc(C(=O)Nc3cc(C)on3)c3ccccc3n2)c(OC)c1 | 3 | 1.8 | -0.4 | 1.6 | -20 | -425 | -2.3 | -1.7 | -427 | -90 | -0.9
C/C(CC(=O)Nc1ccc2c(c1)OCCO2)=N\NC(=O)COc1ccc(C)cc1 | -3 | 0.6 | -1.8 | -0.4 | -1 | -2 | 2.6 | -0.1 | -9 | -4 | -0.6
CCn1c(SCc2ccc(C)cc2)nnc1C1CCN(S(=O)(=O)c2ccc(OC)cc2)CC1 | -15 | -2.2 | -0.5 | -2.0 | 0 | 3 | -2.1 | -1.3 | 7 | -1 | -1.5
CCOC(=O)C1CCN(C(=O)c2cccc(S(=O)(=O)N3CCCc4ccccc43)c2)CC1 | -2 | 1.1 | 2.2 | -0.7 | -2 | 0 | 1.8 | 1.1 | 2 | -3 | -1.0
O=C(CCCn1c(=S)[nH]c2ccsc2c1=O)NCc1ccco1 | 6 | 0.7 | 0.2 | -2.1 | 2 | 1 | 1.4 | -0.2 | -1 | -1 | -1.5

Continued (4 carried over from the part before).
SMILES | HGIII-sPLA2 inh | FXN GAA850 act | DAX1 inh-1 | hcDAF12 agonist | ADAM17 inh | PLC-gamma1 inh | hgDAF12 agonist | DAX1 inh-2 | PLCb3 inh | ADAM10 inh | ssDAF12 agonist
C/C(CC(=O)Nc1ccc2c(c1)OCCO2)=N\NC(=O)COc1ccc(C)cc1 | -3 | 0.6 | -1.8 | -0.4 | -1 | -2 | 2.6 | -0.1 | -9 | -4 | -0.6
CCn1c(SCc2ccc(C)cc2)nnc1C1CCN(S(=O)(=O)c2ccc(OC)cc2)CC1 | -15 | -2.2 | -0.5 | -2.0 | 0 | 3 | -2.1 | -1.3 | 7 | -1 | -1.5
CCOC(=O)C1CCN(C(=O)c2cccc(S(=O)(=O)N3CCCc4ccccc43)c2)CC1 | -2 | 1.1 | 2.2 | -0.7 | -2 | 0 | 1.8 | 1.1 | 2 | -3 | -1.0
O=C(CCCn1c(=S)[nH]c2ccsc2c1=O)NCc1ccco1 | 6 | 0.7 | 0.2 | -2.1 | 2 | 1 | 1.4 | -0.2 | -1 | -1 | -1.5
COc1cccc(-c2nn(C)c3sc(C(=O)NCc4ccco4)cc23)c1 | -8 | 2.3 | -0.1 | 0.2 | -73 | -189 | 1.7 | -1.5 | -237 | -227 | -1.3
O=C(NCCc1ccccc1)C1CCCN1C(=O)Nc1ccc(F)cc1 (centres undefined) | 0 | -1.2 | 5.1* | 3.4 | -5 | 5 | -0.3 | 0.4 | -3 | -1 | -0.7
O=C(Cc1cccs1)Nc1ccon1 | 3 | -2.5 | -0.3 | 0.0 | -7 | -7 | 2.5 | -0.1 | -9 | -3 | -1.1
COc1cccc(NC(=O)c2ccccc2C(F)(F)F)c1 | -6 | 4.0 | 2.0 | -0.1 | -2 | 0 | 0.7 | -0.7 | -1 | 1 | -1.0
COC(=O)Cc1c(C(=O)OC)nnn1-c1cccc(C(F)(F)F)c1 | 0 | -1.4 | -0.9 | 0.6 | 4 | 3 | 1.1 | -0.2 | 0 | -1 | -1.4
CCOC(=O)C1=C(C)NC(C)=C(C(=O)OCC)C1C(=O)OCC(=O)NC(C)c1ccccc1 (centres undefined) | -9 | -3.3 | -1.7 | -2.9 | -26 | -107 | -3.6 | -1.8 | -104 | -121 | -1.5
CN=C(Nc1ccc(C(=O)OC)s1)c1ccccc1 | 0 | -0.1 | 3.5 | 0.0 | -1 | 3 | -1.7 | 1.4 | 6 | 4 | -1.7
CCCCNC(=O)c1c(C)cc(=O)oc1C | 2 | 1.4 | 0.3 | 0.4 | 1 | 3 | -0.8 | 0.3 | 4 | 8 | -0.7
Cn1ncnc1SCc1cn2cccnc2n1 | -1 | 1.4 | 0.9 | -1.0 | -262 | -294 | 0.3 | -0.1 | -312 | i | -1.1
COc1cccc2c1cc1c(=O)n(CC(=O)N3CCCCCC3)nc(C)n12 | 2 | 1.1 | 0.2 | 0.4 | -217 | -186 | 2.2 | -0.2 | -273 | i | -0.8
CC(=O)c1ccc2c(ccc3ccccc32)c1 | -4 | 4.3 | 0.7 | 1.2 | -11 | -15 | 3.8 | 0.5 | -19 | -24 | -0.5
COC(=O)c1ccc(-n2nnnc2SCC(=O)Nc2cc(OC)ccc2OC)cc1 | -10 | -0.5 | -0.3 | 0.8 | 0 | 0 | 2.6 | 0.2 | 4 | 11 | -0.8
CCOc1cc(/C=N/NC(=O)C(=O)NCc2ccc3c(c2)OCO3)ccc1OCC(=O)N1CCOCC1 | -1 | 0.0 | 0.0 | -0.9 | 0 | -26 | 0.2 | -0.2 | -45 | -5 | -0.8
CCCCC(=O)NC(=S)Nc1nnn(CCC)n1 | 8 | 2.0 | 0.2 | 0.3 | -6 | 1 | 3.0 | -0.3 | -6 | -2 | -1.6
CC(C)(C)c1ccc(-c2noc(C(=O)NN)n2)cc1 | 10 | 0.3 | 2.9 | 2.1 | -8 | 1 | 0.0 | -0.1 | -2 | -4 | -1.0
COc1ccc(-c2n[nH]c3c2CN(C(=O)c2ccc(F)cc2)CC3)cc1 | -8 | 0.1 | 0.8 | -1.9 | 3 | 3 | -0.2 | 0.3 | -4 | 3 | -1.0
O=[N+]([O-])c1ccc(CS(=O)(=O)c2ncn[nH]2)cc1 | 2 | 2.0 | 0.7 | 1.6 | -2 | 3 | 2.2 | -0.1 | 0 | -5 | -1.1
CC(=O)NCCC1CCN(C(=O)C2CCC(=O)N(C3CCCC3)C2)CC1 (centres undefined) | 5 | 1.4 | 0.4 | -0.1 | 0 | 0 | -1.5 | -0.4 | -2 | 0 | 1.6*
CCCS(=O)(=O)NC(=O)C1(C)CCN(C(=O)c2ccc(OC(F)F)cc2)C1 (centres undefined) | 1 | -0.1 | . | -0.2 | -4 | -3 | 1.2 | 0.9 | 2 | -9 | -0.7
COc1ccc(NC(=O)c2nn(C34CC5CC(CC(C5)C3)C4)cc2[N+](=O)[O-])cc1 | 1 | 2.1 | 0.5 | 1.3 | 3 | 0 | -0.9 | 0.2 | 2 | -4 | -1.2
O=C(c1cc(F)c(F)c(F)c1F)N1CCN(Cc2ccc3c(c2)OCO3)CC1 | -5 | 0.4 | -1.0 | -0.7 | 1 | 0 | -3.4 | -0.4 | -2 | 2 | -1.4
